KB-V1 cytotox = KB-V1 MDR subline cytotoxicity; KB-V1 MDR cells viability, CellTiter-Glo, 72 h; Potency, µM (highest dose often 46.1 µM), inactives show at the top dose activity change, negative = cytotoxicity, hits mostly cytotoxic; actives 3.4% (n = 400,000); AID 1347076; also: potency is read from the fitted curve at half-maximal effect; % is scaled to controls: 0 for no effect and ±100 for the full control effect; nearly all actives have a fitted effect of over 60% in size
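Following 72 h at 37 degrees C with compound, KB-V1 cell viability was read by CellTiter-Glo luminescence, medium being phenol-red-free DMEM plus 10% FBS; concentration-response parameters came from normalized, curve-fitted qHTS data.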
S2 tox = viability counter-screen for ATXN expression inhibitors; actives 0.49% (n = 400,000); Potency, µM (doses to about 56.7 µM), usual class: cytotoxic; S2 cells (HEK-293 line with an ATXN2-luciferase reporter) viability, CellTiter-Fluor protease fluorescence, 24 h; also: potency is read from the fitted curve at half-maximal effect; nearly all actives have a fitted effect of over 40% in size
ATXN2 expr inh = ATXN2 expression inhibition. HEK-293 ATXN2-luciferase reporter, luminescence, 24 h. Potency, µM (highest dose often 57 µM), without a hit: top-dose activity change, negative = inhibition, actives largely listed as inhibitors. actives 0.72% (n = 360,000). AID 1745845; also: potency is read from the fitted curve at half-maximal effect; % is scaled to controls: 0 for no effect and ±100 for the full control effect; nearly all actives have a fitted effect of over 55% in size
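qHTS (up to 57 uM final) was run with 24 h compound exposure of reporter cells at 37 °C. Each well was multiplexed: SteadyGlo luminescence measured ATXN2-luciferase expression after a fluorogenic Gly-Phe-AFC viability readout (25 uM final).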
IL1B secr inh = blocks inflammasome-driven IL-1 beta release | THP-1 LPS/ATP IL-1B secretion, AlphaLISA, 16 h; active compounds read low | activity change, % at 57.5 µM | actives 4.7% (n = 360,000) | AID 743279; in the data active = activity change below about -50%; inconclusive = mostly about -30% to -49%; also: % is scaled to controls: 0 for no effect and ±100 for the full control effect
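Secreted IL-1B measured by AlphaLISA bead assay after 16 h compound exposure of THP-1 cells; compounds (final up to 57.5 uM) added 1 h before LPS (250 ng/mL) and ATP (1.25 mM) stimulation; lower signal means less secretion.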
KB-3-1 cytotox = KB-3-1 parental cell cytotoxicity. Potency, µM (top dose mostly 46.1 µM), inactives show at the highest dose activity change, negative = cytotoxic, actives largely listed as cytotoxic. actives 1.4% (n = 400,000). KB-3-1 viability, CellTiter-Glo ATP luminescence, 72 h. AID 1347075; also: potency is read from the fitted curve at half-maximal effect; % is scaled to controls: 0 for no effect and ±100 for the full control effect; nearly all actives have a fitted effect of over 60% in size
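KB-3-1 parental drug-naive adenocarcinoma cells in DMEM/10% FBS, incubated 72 h at 37 C with pin-transferred compounds across a concentration series. Viability by CellTiter-Glo luminescence; concentration-response curves fitted after normalization.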
SW480 rerep = DNA re-replication induction in SW480 cells. actives 1.8% (n = 340,000). Potency, µM (titrated, usually from 46.1 µM), without a hit: at the top dose re-replication activation, actives largely listed as activators. SW480 DNA re-replication, Hoechst DNA content imaging, 48 h. AID 624297; also: potency is read from the fitted curve at half-maximal effect; % of control where 0% means no effect; nearly all actives have a fitted effect of over 55% in size
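Quantitative HTS format with DMSO vehicle controls; 48 hr drug incubation at 37 C, then 40 min Hoechst staining and scanning imager measurement at 405 nm excitation.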
HT1080-NT tox = kills 2HG-producing HT-1080-NT fibrosarcoma cells. HT-1080-NT fibrosarcoma viability, CellTiter-Glo ATP luminescence, 48 h. Potency, µM (series often up to 46.1 µM), for the others: top-dose activity, negative = less viability, hits mostly cytotoxic. actives 1.6% (n = 360,000);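 also: NT is the 2HG producing partner of a matched IDH1 knockdown line; potency is read from the fitted curve at half-maximal effect; 0% = DMSO-treated cells and -100% = media-only wells without cells; nearly all actives have a fitted effect of over 55% in size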
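Read-out is CellTiter-Glo luminescence after 10 minutes at room temperature, following 48 hours' compound treatment of HT-1080-NT cells (750 cells/well, RPMI, 5% FBS, 37 degrees C).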
HT1080 IDH1KD tx = HT-1080 IDH1 knockdown cell toxicity (counter line); HT-1080 IDH1 knockdown viability, ATP luminescence, 48 h; Potency, µM (top dose mostly 46.1 µM), without a hit: at the highest dose activity, negative = toxicity, usual class: cytotoxic; actives 2% (n = 360,000);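 also: potency is read from the fitted curve at half-maximal effect; 0% = DMSO wells and -100% = cell-free medium wells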
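Cytotoxicity counter-line: IDH1KD HT-1080, 48 h, CellTiter-Glo. Curves classed by r2, magnitude and activity.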
MCF10A rereplic = inducers of DNA re-replication in MCF 10A breast cells | MCF 10A DNA re-replication, Hoechst nuclear intensity, 48 h | Potency, µM (highest dose often 46.1 µM), inactives show at the top dose activity, positive = re-replication, usual class: activators | actives 2.9% (n = 350,000) | AID 624296; also: potency is read from the fitted curve at half-maximal effect; % of control where 0% means no effect; nearly all actives have a fitted effect of over 50% in size
Active calls of the source: *; i = inactive; ? = inconclusive; · = not tested or not shown; & = joins results of further samples; [ ] = another dose, or the depositor's remark. Unless noted, calls follow the shape of the dose curve; as a rule, active = well fitted curve in the direction sought with a large enough effect; inconclusive = small, poorly fitted or top-dose-only effect, or another doubt; inactive = no such curve, though single readings can be large; an effect the other way counts as inactive or inconclusive.

Screens in order: KB-V1 cytotox	S2 tox	ATXN2 expr inh	IL1B secr inh	KB-3-1 cytotox	SW480 rerep	HT1080-NT tox	HT1080 IDH1KD tx	MCF10A rereplic
1) COC(=O)c1ccc(C(=O)OC)c(NC(=S)N2CCN(c3ccccc3)CC2)c1
→ ?	i	-14.8%	-20.5	-3.4%	?	-2.7%	-10.8%	1.3%
2) Cc1occc1-c1nnc(SCC(=O)N2c3ccccc3CCc3ccccc32)n1C
→ -17.9%	i	-0.5%	-7.7	1.1%	22.6%	-3.1%	2.6%	-1.1%
3) Cc1cccc(NC(=O)Cc2ccc(NC3=NC4CS(=O)(=O)CC4S3)cc2)c1 (stereo unspecified)
→ 10.6%	i	11.5%	-3.6	4.6%	-14.6%	16.9%	0.0%	-0.2%
4) O=C(CCc1nnc(Cc2ccc(-c3ccccc3)cc2)o1)NCCc1cccnc1
→ 11.1%	i	·	0.0	-0.6%	1.3%	-6.8%	-2.5%	3.6%
5) Cc1cc(C)cc(NC(=O)C2CCN(C(=O)c3cnn(-c4ccccc4)c3-n3cccc3)CC2)c1
→ -18.6%	?	?	·	-28.5%	·	·	·	·
6) COc1ccccc1N1CCN(C(=O)c2ccc3c(c2)CCN3S(=O)(=O)c2ccccc2)CC1
→ -7.0%&-22.2%	?	?	?	-4.7%&0.0%	-22.3%	-12.3%	-27.9%	5.0%
7) COc1ccc(NC(=S)N2CCN(Cc3ccco3)CC2)c(OC)c1
→ -25.6%	i	7.2%	0.0	-7.2%	?	-1.0%	-3.9%	-70.1%[inhibitor]
8) Cc1cc(C)n(CC(=O)NC2CCCc3c2cnn3-c2ccc(C)c(C)c2)n1 (stereo unspecified)
→ -15.2%	i	9.0%	-1.3	-15.5%	-12.4%	-14.7%	-7.1%	?
9) O=C(Cn1cnc2ccccc2c1=O)N1CCN(c2ccccc2)CC1
→ ?	i	2.3%	1.8	0.9%	0.1%	2.4%	4.2%	2.7%
10) Cc1ccc(C)c(CSc2nc3[nH]ncc3c(=O)[nH]2)c1
→ 0.517µM*	i	-10.5%	-6.6	1.16µM*	3.66µM*	1.3µM*	1.84µM*	?
11) Cc1ccc(-c2nnc(Nc3ccc(S(N)(=O)=O)cc3)c3ccccc23)cc1S(=O)(=O)N1CCCCC1
→ 12.1%	i	9.1%	·	-4.7%	·	·	·	·
12) O=C(Nc1ccccc1N1CCN(c2ccccc2)CC1)c1ccccc1F
→ ?	i	-17.3%	36.6	-3.5%	-2.5%	5.5%	-1.0%	17.9%
13) CC(=O)N1CCc2cc(S(=O)(=O)NC(Cc3ccccc3)C(=O)Nc3ccc(Cl)cc3)ccc21 (stereo unspecified)
→ ?	i	-11.7%	·	22.5%	·	·	·	·
14) CC(C)N(Cc1cnn(C)c1)Cc1nc(Cc2ccccc2Cl)no1
→ -3.8%	i	-3.9%	8.3	0.3%	-6.9%	0.0%	-2.9%	3.4%
15) COc1ccc(-c2c(C#N)c(N)nc3sc(C(=O)c4ccc(C)cc4)c(N)c23)cc1
→ -1.9%	i	-7.8%	29.8	15.6%	-10.0%	16.3%	17.6%	2.9%
16) COC(=O)CSc1nnc(-c2sc3ccccc3c2Cl)o1
→ ?	i	22.4µM*	9.3	1.1%	-1.5%	11.9%	2.8%	23.0%
17) CC1CC(=O)N(c2ccc(NCc3ccc(Cl)cc3)c([N+](=O)[O-])c2)C1=O (stereo unspecified)
→ -11.5%	?	3.1%	-7.0	1.3%	-3.4%	0.8%	-3.2%	9.0%
18) CCOC(=O)c1sc(NC(=O)CSc2n[nH]c(-c3ccncc3)n2)c(C#N)c1C
→ -26.1%	i	-10.4%	40.7	?	-3.0%	?	?	24.0%
19) O=C(NCCO)c1ccc(Oc2ccc(C(F)(F)F)cc2[N+](=O)[O-])cc1
→ 1.1%	i	-7.7%	-1.8	-18.4%	-137.1%[inhibitor]	?	-8.4%	-0.7%
20) Cc1ccc(CO)cc1Nc1ncnc2onc(-c3ccc(F)cc3)c12
→ 0.5%	i	10.6%	·	0.1%	·	·	·	·
21) CN(C)S(=O)(=O)c1ccc(N2CCCC2)c(C(=O)N2CCN(c3ccc([N+](=O)[O-])cc3)CC2)c1
→ -23.4%	?	-15.6%	-7.4	1.1%	1.8%	0.1%	0.0%	3.1%
22) CC1=NCC(C)c2ccccc21 (stereo unspecified)
→ -5.0%	i	·	10.3	-14.8%	·	-0.2%	10.5%	·
23) COc1cc(-n2c(=O)c3ccccc3n(Cc3cccc(F)c3)c2=O)cc(OC)c1OC
→ -16.2%	i	·	?	-10.1%	-20.5%	2.3%	-2.0%	-0.3%
24) Cc1onc(-c2c(Cl)cccc2Cl)c1-c1nc2cc(Cl)ccc2c(=O)o1
→ -9.8%	i	-9.2%	0.0	-0.6%	-13.6%	-1.9%	5.3%	?
25) COc1ccc(Cl)cc1NC(=O)CSc1nc(=O)n(Cc2ccco2)c2c1CCC2
→ 10.3%	?	?	·	1.0%	·	·	·	·
26) CC(C)c1nc2sc3c(c2c(=O)[nH]1)CC(C)(C)OC3
→ 0.0%	i	21.2%	-7.6	-6.7%	-7.1%	1.2%	-0.1%	-21.3%
27) O=C(NCc1ccccc1)c1cc(C2CCCN(S(=O)(=O)c3cccc4cccnc34)C2)on1 (stereo unspecified)
→ -6.0%	i	-10.6%	14.7	0.0%	·	0.8%	-0.5%	·
28) COCC#Cc1ccc2c(c1)O[C@@H](CN(C)S(=O)(=O)c1cccc(F)c1)[C@@H](C)CN([C@H](C)CO)S2(=O)=O
→ -5.5%	i	-16.6%	-0.6	4.3%	·	-4.7%	-0.9%	·
29) COc1ccc(C(CNC(=O)c2cccc(S(=O)(=O)N3CCCC(C)C3)c2)N(C)C)cc1 (stereo unspecified)
→ 0.0%	i	-11.5%	-54.8*	?	-0.6%	4.4%	-0.9%	1.3%
30) CCOC(=O)C(NCc1ccccc1OC)(NC(=O)c1ccccc1)C(F)(F)F (stereo unspecified)
→ 0.6%	i	3.3%	3.4	0.5%	3.0%	-3.3%	-22.8%	4.8%
31) Cc1ccc(-c2nc3ncccc3o2)cc1NC(=O)c1ccco1
→ 12.9%	i	-3.4%	-18.4	0.9%	-2.6%	20.5%	16.5%	3.2%
32) CCN1c2ccccc2NC2N=C(OC)C(c3ccccc3)C21 (stereo unspecified)
→ ?	i	?	43.3	-3.5%	16.4µM*	11.2µM*	8.91µM*	?
33) C=CCNC(=O)C1CCN(c2ccc(S(=O)(=O)N3CCOCC3)cc2[N+](=O)[O-])CC1
→ 0.5%	i	·	22.4	-15.6%	0.7%	1.3%	11.3%	4.7%
34) COC(=O)/C=C/c1ccc(-n2cncn2)cc1
→ -1.6%	i	3.5%	3.0	3.4%	-19.7%	8.4%	4.5%	-1.6%
35) Cc1ccc(NC(=O)C2(NC(=O)c3ccccn3)CCCCC2)cc1Br
→ 0.0%	i	1.2%	-10.1	0.0%	-0.6%	-6.3%	-9.0%	13.3%
36) COc1ccc(OC)c(NC(=O)CS(=O)(=O)Cc2ccccc2)c1
→ 0.0%	i	2.1%	1.2	1.8%	2.0%	3.3%	1.2%	1.0%
37) CC(=O)C1=C(C)NC(SCC(=O)c2ccc(Cl)cc2Cl)=C(C#N)C1c1ccco1 (stereo unspecified)
→ -18.2%	i	-5.4%	-53.6*	14.8%	0.4%	?	?	-7.0%
38) CC(Oc1ccccc1)C(=O)Nc1nnc(S(=O)(=O)N(C)c2ccccc2)s1 (stereo unspecified)
→ -3.0%	i	1.0%	25.2	-25.3%	-19.1%	-5.3%	-25.4%	-6.2%
39) c1ccc(CN2CCN(Cc3c[nH]c4ccccc34)CC2)cc1
→ 0.0%	i	-27.6%	-16.1	-9.5%	1.5%	-7.6%	-5.9%	?
40) COc1ccc(NC(=O)C2CCN(S(=O)(=O)c3ccc4c(c3)CCCC(=O)N4)CC2)c(OC)c1
→ -11.3%	i	1.4%	·	2.6%	·	·	·	·
41) Cc1ccc(-n2c(C)cc(/C=C3\SC(=O)NC3=O)c2C)cc1
→ -1.2%	i	77.6%[activator]	60.6	5.7%	-6.1%	1.6%	-0.8%	16.7%
42) CN(C(=O)CSc1nc(C2CCCC2)nc2c1c(=O)n(C)c(=O)n2C)c1ccccc1
→ 0.8%	i	9.0%	·	-7.1%	·	·	·	·
43) COc1ccc(-c2cc(NC=O)c3ncc(-c4cccc(C(F)(F)F)c4)n3c2)cc1OC
→ ?	?	?	-63.0*	?	·	?	20.6µM*	·
44) O=C(COC(=O)c1ccc(F)c(S(=O)(=O)N2CCOCC2)c1)NCCc1ccccc1
→ 13.0%	i	2.1%	-17.3	-5.7%	13.2%	3.9%	-4.2%	-2.8%
45) COc1ccc(CNC(=O)CCn2cccc2)cc1
→ 5.3%	i	8.8%	28.7	10.9%	0.2%	11.9%	18.0%	2.4%
46) Cc1cccc(Cc2cnc(NC(=O)c3ccc4c(c3)CC(c3ccccc3)OC4=O)s2)c1 (stereo unspecified)
→ 10.6%	i	2.6%	·	1.7%	·	·	·	·
47) CC(C)(CNC(=O)c1ccc(NS(=O)(=O)c2ccc(F)c(F)c2)cc1)N1CCOCC1
→ 10.2%	i	-0.5%	11.0	12.2%	-19.7%	-1.2%	1.1%	13.2%
48) COc1ccc2c(c1)CCCN2S(=O)(=O)c1ccc(Cl)cc1
→ 4.8%	i	?	8.7	?	?	-3.2%	-24.3%	?

One compound at a time (already shown):
Profile of `c1ccc(CN2CCN(Cc3c[nH]c4ccccc34)CC2)cc1` = KB-V1 cytotox = 0.0%; S2 tox = i; ATXN2 expr inh = -27.6%; IL1B secr inh = -16.1; KB-3-1 cytotox = -9.5%; SW480 rerep = 1.5%; HT1080-NT tox = -7.6%; HT1080 IDH1KD tx = -5.9%; MCF10A rereplic = ?
Profile of `COC(=O)CSc1nnc(-c2sc3ccccc3c2Cl)o1` = KB-V1 cytotox = ?; S2 tox = i; ATXN2 expr inh = 22.4µM*; IL1B secr inh = 9.3; KB-3-1 cytotox = 1.1%; SW480 rerep = -1.5%; HT1080-NT tox = 11.9%; HT1080 IDH1KD tx = 2.8%; MCF10A rereplic = 23.0%

High-throughput results from PubChem BioAssay.
